Compound activity: PubChem, several laboratories
MT1-MMP act inh – inhibitors of human MT1-MMP activation. AID 651647. HT1080 RFP-PRO-GFP cells, GFP/RFP ratio fluorescence, overnight; percent of plate control window, DMSO zero. actives 0.061% (n = 360,000). GFP/RFP ratio change, % at 20 µM. P50281;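 active = GFP/RFP ratio change of at least 30% with cell ATP level not reduced by more than half and red fluorescence within 50% of control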; note: strong numbers were not always called active
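Assay system – RFP-PRO-GFP reporter HT1080 cells · Compound dosing – single dose of 20 µM compound, 1% DMSO final · Incubation – overnight compound exposure at 37 °C · Measure – GFP/RFP fluorescence ratio · Benchmarks – DMSO wells and RFP-L50D-GFP cells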
TbMetRS inhib – blocks T. brucei methionyl-tRNA synthetase activity; purified T. brucei MetRS, ATP depletion, Kinase-Glo luminescence; inhibition, % at 11.9 µM; actives 0.4% (n = 360,000);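 active = inhibition above a per-plate cutoff of the control wells' mean inhibition plus 3 SD, cut at about 5.5% in these data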;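 note: 0% = DMSO wells median and 100% = median of wells with control inhibitor compound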
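Test system: purified T. brucei MetRS enzyme. Also added: ATP, methionine and E. coli bulk tRNA substrates. Compound: 11.9 µM single point. Schedule: 15 min enzyme-compound preincubation, 2 h reaction, 10 min detection, 25 °C. Signal: luciferase luminescence of residual ATP, Kinase-Glo. Evaluation: percent inhibition versus plate control medians. Controls: DMSO wells, low control.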
PABP1 MLLE inh – inhibitors of microRNA-mediated deadenylation, human PABP1 MLLE binding | actives 0.36% (n = 360,000) | inhibition, % at 20 µM | P11940 | AID 588489 | GST-MLLE / FITC-PAM2 fluorescence polarization; in the data active = inhibition above about 35%, passing the limit was not always enough;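 note: plate controls were DMSO wells with GST-MLLE for no effect and wells lacking GST-MLLE protein for full effect; some results filed as inactive read as strong as hits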
Target sequence (P11940 whole entry, looked up): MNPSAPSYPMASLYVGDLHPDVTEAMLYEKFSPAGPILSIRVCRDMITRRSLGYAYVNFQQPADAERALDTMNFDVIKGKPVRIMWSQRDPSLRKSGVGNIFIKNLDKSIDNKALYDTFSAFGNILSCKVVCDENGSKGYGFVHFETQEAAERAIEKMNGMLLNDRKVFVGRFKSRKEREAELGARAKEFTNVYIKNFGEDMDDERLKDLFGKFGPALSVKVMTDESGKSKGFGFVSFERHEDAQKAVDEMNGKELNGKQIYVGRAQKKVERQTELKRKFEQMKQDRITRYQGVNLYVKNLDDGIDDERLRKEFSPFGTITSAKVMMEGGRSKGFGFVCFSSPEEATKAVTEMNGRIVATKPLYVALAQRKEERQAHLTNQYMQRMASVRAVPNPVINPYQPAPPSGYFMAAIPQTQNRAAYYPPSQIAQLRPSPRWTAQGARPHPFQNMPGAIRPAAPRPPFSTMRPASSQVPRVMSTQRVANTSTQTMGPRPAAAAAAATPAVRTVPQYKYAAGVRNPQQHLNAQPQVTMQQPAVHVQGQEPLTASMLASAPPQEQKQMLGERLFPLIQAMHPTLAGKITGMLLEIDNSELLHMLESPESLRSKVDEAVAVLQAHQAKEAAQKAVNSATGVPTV
bovine MsrA act – bovine methionine sulfoxide reductase A activation; actives 0.3% (n = 360,000); activation, % at 10.6 µM; purified bovine MsrA, absorbance read-out; AID 602163; in the data active = activation above about 7.5%;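 note: 0% = vehicle and 100% = reference activator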
MsrA inh – bovine MsrA inhibition. purified bovine MsrA, absorbance read-out. inhibition, % at 15.5 µM. actives 0.75% (n = 360,000); in the data active = inhibition above about 4.5%;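 note: 0% = vehicle wells with enzyme and 100% = reference inhibitor wells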
NRP1-CendR mod – modulators of CendR peptide binding to human neuropilin-1 | FAM-RPARPAR peptide binding to NRP-1, fluorescence polarization | AID 602438 | inhibition, % at 25 µM | actives 0.85% (n = 360,000);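 active = inhibition or corrected inhibition above about 18%, plus a signal ratio from 0.5 to 1.5, limit read from the data, passing the limit was not always enough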; note: strong numbers were not always called active
E coli Lon inh – inhibits E. coli Lon protease | P0A9M0 | purified E. coli Lon protease, fluorescence polarization | inhibition, % at 7.94 µM | actives 0.42% (n = 360,000) | AID 602123; in the data active = inhibition above about 13%, passing the limit was not always enough;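 note: 0% = enzyme with probe and DMSO and 100% = no enzyme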
SKN-1 inh – C. elegans SKN-1 inhibition. C. elegans VP596 Pgst-4::GFP/RFP ratio, acrylamide-induced, 24 h. inhibition, % at 21.8 µM. actives 0.49% (n = 360,000). AID 624304;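 active = interference check ratio from 0.5 to 1.5 plus GFP to RFP signal ratio inhibition reaching or exceeding a fixed threshold, cut at about 30% in these data, passing the limit was not always enough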; note: some compounds called inactive have numbers as strong as hits
FAS TE block – blocks the thioesterase domain of human fatty acid synthase | actives 0.67% (n = 360,000) | inhibition, % at 15 µM | P49327 | recombinant FAS-TE, OMFH fluorogenic substrate, fluorescence endpoint;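 active = compounds whose normalised, plate-corrected inhibition of enzyme fluorescence in the single-dose primary screen is 50% or more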;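 note: 0% = DMSO with enzyme and 100% = substrate without enzyme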
Active calls of the source: *; / = no result given.

Under each structure: bovine MsrA act	PABP1 MLLE inh	SKN-1 inh	NRP1-CendR mod	TbMetRS inhib	MT1-MMP act inh	FAS TE block	MsrA inh	E coli Lon inh
> COc1ccc(C(CNC(=O)c2cccc(S(=O)(=O)NCc3ccccc3)c2)N(C)C)cc1 (stereo not drawn)
  -3	-2	5	7	-0.2	-1	-6	-0.8	3
> CCOP(=O)(OCC)C(Nc1ccccc1)c1ccccc1C(F)(F)F (stereo not drawn)
  -1	-25	0	-5	-0.9	-1	10	0.6	-3
> O=C(CSc1nnc2c(n1)[nH]c1ccccc12)OCc1ccccc1
  -4	-4	-9	-6	0.3	14	-7	-0.7	-9
> COc1ccc(-c2nnc(NC(=O)C3CC3)o2)cc1
  -5	0	-10	-7	-0.5	3	-10	-0.5	-1
> O=c1cc(N2CCN(c3ccccc3)CC2)[nH]c(=O)n1-c1ccccc1Cl
  0	13	-25	-8	-0.4	-1	2	0.3	6
> COc1ccccc1NC(=O)/C=C/c1ccc2c(c1)OCO2
  -7	-2	1	4	-1.0	3	8	2.4	0
> COc1ccc(Cc2[nH]n3c(=O)cc(C(C)C)nc3c2-c2ccccc2)cc1
  4	12	6	18*	-0.1	-8	6	0.9	2
> CCOC(=O)c1sc(-c2cccc(C(F)(F)F)c2)nc1O
  -2	24	-3	2	-1.1	-2	-4	0.3	0
> CC(Oc1ccccc1F)C(=O)NNC(=O)c1ccc(-n2cncn2)c([N+](=O)[O-])c1 (stereo not drawn)
  1	-7	11	-7	5.4	1	-2	-0.3	2
> COc1ccc(OCCCC(=O)OCC(=O)c2ccc3c(c2)NC(=O)CO3)cc1
  -1	-12	6	-13	-0.3	3	-4	0.1	-3
> O=C1CCCC(=O)C1C(c1ccc(Cl)cc1)C1C(=O)CCCC1=O
  -3	1	8	3	-0.2	2	-2	2.4	-3
> c1ccc(-c2nc(NCCCn3ccnc3)c3ccccc3n2)cc1
  0	-15	15	17	0.5	1	-6	1.1	-3
> CC(=O)N1CCc2cc(S(=O)(=O)NCCCN3CCC(C)CC3)ccc21
  -2	-3	10	10	-0.1	3	-7	0.2	-6
> Cc1nc2scc(C)n2c(=O)c1S(=O)(=O)N1CCN(c2ccccc2)CC1
  -3	1	8	3	-0.4	1	10	3.5	14
> O=S(=O)(NC1CCCCC1N1CCCCC1)c1ccccc1 (stereo not drawn)
  -3	1	2	-2	-0.2	-3	-8	-0.9	-1
> COc1cccc(-c2nc(CS(=O)(=O)CC(=O)NCCc3ccccc3)c(C)o2)c1
  -5	-5	2	8	-0.5	-3	10	1.1	-14
> COCCn1c(C)cc(/C=C(\C#N)C(=O)OC(C)C(=O)Nc2ccc(NC(C)=O)cc2)c1C (stereo not drawn)
  -4	-14	11	-31	-0.1	1	-12	0.6	-1
> COc1cc(SC)ccc1C(=O)N1CCN(c2ccccc2F)CC1
  -3	19	-9	-8	-0.7	1	3	-0.4	-4
> C[C@@H]1CN([C@H](C)CO)C(=O)CCCn2cc(nn2)CO[C@H]1CN(C)S(=O)(=O)c1ccc(-n2cccn2)cc1
  -6	-1	-5	7	-1.3	-2	-6	-0.7	-3
> COc1ccccc1Oc1cc(C#N)c(C#N)cc1-n1nnc2ccccc21
  0	-4	17	2	0.9	-7	44	-0.9	9
> COc1ccc(NC(=S)Nc2ccc(S(N)(=O)=O)cc2)c(OC)c1
  4	18	-3	7	-0.5	2	-8	0.1	2
> CC(C)NC(=O)C1(C)CCN1C(=O)C/C=C/c1ccccc1 (stereo not drawn)
  -5	1	-9	-1	0.4	7	-13	-0.5	1
> COc1ccccc1-c1noc(-c2ccccc2C(=O)NCc2ccco2)n1
  2	-5	6	8	2.1	-1	4	-1.0	-1
> O=C(CCCN1CCC(C(=O)c2ccc(F)cc2)CC1)c1ccc(F)cc1
  -3	-5	4	-9	-0.6	-5	0	0.8	-2
> C=CCn1c(SCC(=O)c2ccc(O)c(O)c2)nnc1-c1ccc(C)cc1
  -3	-50	-4	-48	-0.3	6	-7	2.3	5
> CCOC(=O)c1ccc(NC(=O)CSc2nc(N3CCOCC3)nc(N3CCOCC3)n2)cc1
  0	9	-2	-1	-0.2	-5	-3	-0.1	-4
> O=C1CCCC2=C1C(c1ccc(O)c(O)c1)c1c(ccc3ncccc13)N2 (stereo not drawn)
  -7	-16	8	-4	-0.1	0	-3	3.2	9
> Cc1ccc(C)c(NC(=S)NNC(=S)Nc2ccc(C(C)C)cc2)c1
  -5	31	6	-1	-0.5	3	24	1.0	3
> COc1ccc(NC(=O)Cc2nnc(SCC(=O)Nc3ccccc3)n2C)cc1
  -5	-11	-6	7	-0.3	1	-6	-0.5	15
> Cc1ccc(-n2cccn2)c(CN2CCCC(C(=O)c3sccc3C)C2)c1 (stereo not drawn)
  -4	-10	2	-5	0.7	-2	5	-1.1	1
> CCc1ccccc1NC(=O)c1ccc(-n2c(C)ccc2C)cc1
  -6	-34	-4	-22	-0.7	1	-3	2.2	-9
> COc1cc2oc(=O)cc(CN3CCOCC3)c2cc1Cl
  -5	-4	1	19	-0.1	-2	1	0.8	-5
> CCc1nnc(NC(=O)CSc2nc3c(cc2C#N)CCC3)s1
  -3	-2	16	-1	-0.2	5	-3	0.5	-1
> Cc1cc2cc(CN(Cc3cccs3)S(=O)(=O)c3ccc4c(c3)OCCO4)c(=O)[nH]c2cc1C
  -2	-1	8	-14	-0.4	1	-9	2.1	14
> CC1CCCCC12NC(=O)N(CC(=O)Nc1ccc3c(c1)OCCCO3)C2=O (stereo not drawn)
  -2	3	-8	8	0.1	1	-1	0.5	-4
> O=C(Cn1cncn1)N/N=C/c1c2ccccc2cc2ccccc12
  -11	-9	-14	-4	0.1	-5	-6	0.5	-14
> CC(C)(C)OC(=O)N1CCC(C(=O)Nc2ccc(C(=O)N3CCCCC3)cc2)CC1
  -11	5	-1	-10	0.3	6	-9	0.9	-2
> CCn1c(S(=O)(=O)O)nc2ccccc21
  -2	4	9	5	0.4	2	-4	0.9	7
> Cc1nc(NC(=O)c2ccc(-c3cc4ccccc4oc3=O)cc2)ccc1Br
  -9	9	-11	1	-1.4	2	-2	0.8	0
> COc1ccc(C(=O)OCC(=O)NC2CCCCCCC2)cc1OC
  -9	10	0	6	-0.4	8	4	0.0	0
> CC(SC1=NCCS1)C(=O)Nc1nnc(-c2ccc(Cl)cc2)s1 (stereo not drawn)
  -1	5	-5	7	-0.2	-6	8	1.2	2
> N#C/C(=C\c1ccccc1[N+](=O)[O-])C(=O)NC1CCCCC1
  -4	55*	11	6	-0.9	-119	48	1.2	15
> COc1ccc(CCN2C(=O)CC(N3CCN(S(=O)(=O)c4ccccc4)CC3)C2=O)cc1OC (stereo not drawn)
  -1	2	-7	-2	0.8	1	-2	-0.7	-5
> COc1ccccc1-c1cn[nH]c1-c1ccc(OCC(=O)NN)cc1O
  -3	-4	7	-4	0.0	2	-133	-0.8	-4
> Cn1c(=O)c2[nH]c(N=Nc3ccc(N)cc3N)nc2n(C)c1=O
  -6	-2	-1	10	-0.6	5	-4	-1.3	-6
> O=[N+]([O-])c1cccnc1NCCNc1ncc(C(F)(F)F)cc1Cl
  2	-6	13	11	-1.6	2	39	0.2	-7
> COCCCN(C(=O)c1ccccc1F)c1nc(-c2ccc(OC)cc2)cs1
  -2	-6	5	6	-0.8	-5	27	4.0	8
> CC1CCN(C(=O)c2nc[nH]c2C(=O)O[C@H](C)c2ccccc2)CC1
  -3	5	7	11	-0.2	1	-5	-0.7	-4
> Cc1nnsc1-c1c(C(=O)N2CCOCC2)c(C)nn1-c1ccccc1
  2	-11	9	-6	0.2	1	-2	1.1	-6
> O=S1(=O)CCN(C2CCCCCCCCCCC2)CC1
  -2	-28	9	-8	0.0	1	16	-0.5	11
> O=C(O)CC1(CC(=O)Nc2ccc3ccccc3n2)CCCCC1
  0	-8	18	-4	-0.2	-4	-8	-0.2	-1
> O=C1CSC(=Nc2ccc(O)cc2)N1c1ccc(O)cc1
  -9	21	0	-4	0.1	3	-9	1.0	-8
> CCOC(=O)C1(Cc2cccc(OC)c2)CCCN(C(=O)CCc2cccnc2)C1 (stereo not drawn)
  -11	5	-13	-8	-1.0	2	-8	0.0	6
> Cc1ccc2c(c1)cc(CN(Cc1ccco1)C(=O)N1CCOCC1)c1nnnn12
  -2	1	3	7	0.2	-5	-6	-1.3	-13
> COc1cccc(C(=O)NCCNc2nc3cc(C)cc(C)c3cc2C#N)c1
  /	/	12	2	-0.2	8	/	-0.1	/
> Cc1ccc(NC(=O)CCCc2ccccc2)c([N+](=O)[O-])c1
  -3	9	22	-1	-0.4	-3	22	2.4	-5
> COc1cc(/C=N/NC(=O)c2cc(C)oc2C)cc(OC)c1OC
  0	-1	0	-12	2.3	3	-3	1.3	3
> O=C(COc1ccccc1Br)N1CCN(C(=O)c2ccco2)CC1
  -7	10	-14	-1	-0.5	-1	-4	-1.4	5
> CC(=O)c1sc(NC(=O)C2=NN(c3ccccc3)C(=O)CC2)nc1C
  -9	-1	2	-4	-0.5	2	-6	1.7	-2

Shown tab-delimited: nine of the compounds above
Molecule	bovine MsrA act	PABP1 MLLE inh	SKN-1 inh	NRP1-CendR mod	TbMetRS inhib	MT1-MMP act inh	FAS TE block	MsrA inh	E coli Lon inh
Cn1c(=O)c2[nH]c(N=Nc3ccc(N)cc3N)nc2n(C)c1=O	-6	-2	-1	10	-0.6	5	-4	-1.3	-6
O=[N+]([O-])c1cccnc1NCCNc1ncc(C(F)(F)F)cc1Cl	2	-6	13	11	-1.6	2	39	0.2	-7
COCCCN(C(=O)c1ccccc1F)c1nc(-c2ccc(OC)cc2)cs1	-2	-6	5	6	-0.8	-5	27	4.0	8
CC1CCN(C(=O)c2nc[nH]c2C(=O)O[C@H](C)c2ccccc2)CC1	-3	5	7	11	-0.2	1	-5	-0.7	-4
Cc1nnsc1-c1c(C(=O)N2CCOCC2)c(C)nn1-c1ccccc1	2	-11	9	-6	0.2	1	-2	1.1	-6
O=S1(=O)CCN(C2CCCCCCCCCCC2)CC1	-2	-28	9	-8	0.0	1	16	-0.5	11
O=C(O)CC1(CC(=O)Nc2ccc3ccccc3n2)CCCCC1	0	-8	18	-4	-0.2	-4	-8	-0.2	-1
O=C1CSC(=Nc2ccc(O)cc2)N1c1ccc(O)cc1	-9	21	0	-4	0.1	3	-9	1.0	-8
CCOC(=O)C1(Cc2cccc(OC)c2)CCCN(C(=O)CCc2cccnc2)C1 (stereo not drawn)	-11	5	-13	-8	-1.0	2	-8	0.0	6
